# Screening results from PubChem BioAssay.
# Yeast growth tox = Inhibits yeast growth, turbidity readout | S. cerevisiae wild-type growth, A595 turbidity, 16 h | growth inhibition, % at 25 µM (by protocol) | actives 0.3% (n = 30,000);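 active means mutant and wild-type yeast strains alike exhibit over 30% growth inhibition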;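 further: 0% = untreated cell controls and 100% = YPD media blanks without cells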
#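 Incubation: 16 h growth with compound, 30 °C; Material: S. cerevisiae wild-type or eIF2Bepsilon-R284H mutant strain; Signal: turbidity measured as absorbance at 595 nm; Medium: YPD yeast growth medium; Measure: growth inhibition (%) versus cell controls and blanks; Doses: 25 µM single dose.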
# Yeast eIF2B = modulators of yeast eIF2B activity | S. cerevisiae eIF2B-epsilon R284H, GCN4-lacZ luminescence | inhibition, % at 25 µM (by protocol) | actives 0.91% (n = 27,000);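 active means mutant luminescence inhibited past about 50% while wild type luminescence and mutant growth stay under set limits, limit read from the data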; further: some compounds called inactive have numbers as strong as hits
#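 Material – yeast eIF2B-epsilon R284H mutant carrying GCN4–beta-galactosidase fusion · Medium – YPD yeast growth medium · Compound – one concentration, 25 µM, 0.25% DMSO · Times – 16 h at 30 °C exposure · Signal – Beta-Glo luminescence plus absorbance at 595 nm · Read-out – % inhibition of reporter signal and growth versus controls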
# Yeast growth tox inhibition % = also measured in Yeast growth tox; calls as there; growth inhibition, %; S. cerevisiae eIF2Bepsilon-R284H mutant growth, A595 turbidity, 16 h;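 each compound tested once at 25 µM; 0% equals untreated cells and 100% equals cell-free medium blanks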
# Yeast eIF2B mutant toxicity = also measured in Yeast eIF2B; calls as there; growth inhibition, %; measured here: mutant yeast growth, toxicity;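 each compound tested once at 25 µM; zero equals untreated control growth and 100 equals blank medium absorbance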
# * = called active by the depositor; nt = not tested or not shown.
SMILES,Yeast growth tox,Yeast growth tox inhibition %,Yeast eIF2B,Yeast eIF2B mutant toxicity
CCC(=O)NCCc1nc2cc(NC(=O)c3ccccc3OC)ccc2n1C,9,-19,6,-19
CCOC(=O)C1(CCC(C)C)CC(CSc2nc3ccccc3[nH]2)OC1=O (configuration not stated),1,11,25,11
CC1CN(C(=O)Nc2ccc3c(c2)OCO3)CC(C)O1 (configuration not stated),-8,12,nt,nt
COc1ccc2[nH]c(=O)c(C(c3nnnn3C3CCCC3)N(C)C3CCCCC3)cc2c1 (configuration not stated),20,-7,nt,nt
O=C(c1cccnc1)N1CCN(Cc2ccccc2Br)CC1,12,23,20,23
Cc1ccc(NC(=O)Nc2ccc(F)cc2)nc1,nt,nt,8,nt
Cc1ccc(C(C)C)c(OCc2ccc(-c3nnco3)cc2)c1,-11,0,17,nt
CCOC(=O)C(C)CC(C)C(=O)N1CCOCCN(C(=O)C(C)CC(C)C(=O)OCC)CCOCC1 (configuration not stated),6,0,-4,nt
O=C(NCCc1ccccc1)c1cnn2c(C(F)F)cc(C3CC3)nc12,18,-21,7,-21
O=C(COC(=O)c1ccc[nH]c1=O)NC1CCCC1,2,11,25,11
Cc1nn(Cc2ccc(Br)cc2)c(C)c1NC(=O)c1nn(C)cc1Cl,3,-18,-19,-18
CC1=CC(C)=Nc2ccc(C)cc2N1,20,-29,24,-29
O=C(Nc1cnn(Cc2ccc(Cl)cc2)c1)C1CCCC1,3,-3,20,-3
CCN1C(=O)/C(=C/N2CCc3ccccc32)SC1=S,nt,nt,2,nt
CC1(C)CC(=O)c2cnc(NC(=O)CSc3nc4ccccc4o3)nc2C1,2,0,12,nt
CC(=O)Nc1ccc(S(=O)(=O)Nc2nnc(C(C)C)s2)cc1,-1,20,nt,nt
Cc1nc(-c2cccc(NS(C)(=O)=O)c2)cs1,7,8,11,8
COc1ccccc1NC(=O)c1ccccc1NS(C)(=O)=O,4,0,13,nt
COn1c(SCc2ccc(C)cc2C)nc2ccccc2c1=O,15,-19,13,-19
COC(=O)Nc1sc2c(c1C(N)=O)CCCCCC2,5,12,33,12
CCOC(=O)C(NC(=O)c1ccccc1)(N1CCCC1=O)C(F)(F)F (configuration not stated),-6,-23,22,-23
CCCCNC(=O)COC(=O)c1cc(F)c(F)cc1Cl,9,20,nt,nt
O=C(CCC(=O)N1CCN(C2CCCCC2)CC1)Nc1nnc(C(F)(F)F)s1,16,2,27,2
O=C(c1ccc(NS(=O)(=O)c2ccccc2)cc1)N1CCN(Cc2ccc3c(c2)OCO3)CC1,11,-8,-7,-8
CCCSc1nnc(CSc2nc3ccccc3s2)n1-c1ccccc1,-2,0,10,nt
O=C(NCC12CC3CC(CC(C3)C1)C2)c1cc2n(n1)C(C(F)(F)F)CC(c1ccco1)N2 (configuration not stated),-4,3,3,3
CCC(C)c1ccc2oc(-c3ccc(NC(=O)c4ncn[nH]4)cc3)nc2c1 (configuration not stated),2,-23,8,-23
O=C(NC1=NCCS1)c1cccs1,11,0,20,nt
CC1CCCC(C)N1C(=O)CSc1nc(N)c(-c2ccccc2)c(=O)[nH]1 (configuration not stated),9,24,22,24
CCOC(=O)C1CCCN(CC(O)COc2ccc(OC)cc2C(C)(C)C)C1 (configuration not stated),-3,-14,19,-14
COc1ccc(-n2c(COc3ccc(Cl)cc3)nnc2SCc2ccc(C#N)cc2)cc1,-2,-22,-30,-22
COCCNC(=O)COc1ccccc1C,16,7,9,7
O=C(CN1CCN(S(=O)(=O)c2ccccc2)CC1)Nc1ccc2c(c1)OCO2,10,7,22,7
COc1ccc(/C=C2\CCc3ccccc3C2=O)cc1Cn1nc(C)c(Br)c1C,-15,-7,24,-7
CCOC(=O)N1CCC(NC(=O)c2cc(-c3ccc(F)cc3)[nH]c2C)CC1,13,-5,2,-5
Cc1ccc(Cn2ccc(NC(=O)c3noc4c3CCCC4)n2)cc1,10,14,20,14
CCSc1nnc(NC(=O)c2cc(C)oc2C)s1,23,0,25,nt
CCCCN(CCCNC(=O)c1ccc2nc(N3CCOCC3)sc2c1)Cc1ccccc1,29,9,nt,nt
Cc1ccccc1NC(=S)N(C)Cc1cccs1,30,9,nt,nt
CCCC(C)NC1=NCCCCC1 (configuration not stated),-22,-15,8,-15
Cc1ccc(-n2[nH]c(C)c(/C=C3/C=Nc4ccccc43)c2=O)cc1C,-28,-21,-36,-21
c1ccc2sc(N3CN(CCN4CCOCC4)CN(c4nc5ccccc5s4)C3)nc2c1,-8,0,37,nt
COc1ccc(OCCSc2ncn[nH]2)cc1,13,-40,27,-40
CCCCCCCc1nc2c(=O)[nH]c3ccccc3c2o1,10,5,-1,5
CCCCOc1ccc(C(=O)OC(C)CN(C)C)cc1 (configuration not stated),2,7,-15,7
COC(=O)Cc1c(C)nc2nc(-c3ccc(C)cc3)[nH]n2c1=O,-14,8,-4,8
COC(=O)Nc1sc2c(c1C(=O)NCc1ccco1)CCC2,24,7,nt,nt
O=C1CC(O)(C(F)F)Oc2ccc3ccccc3c21 (configuration not stated),16,-3,53*,nt
CC1(c2ccccc2)NC(=O)N(CC(=O)NC(=O)NCc2ccco2)C1=O (configuration not stated),-7,-38,6,-38
COC(=O)c1ccc(N/C(C)=C/C(=O)c2ccc(C)o2)cc1,-8,-14,7,-14
CCOC(=O)Cn1nc(-c2ccc(F)cc2)oc1=O,-1,0,8,nt
O=C(NC1CCS(=O)(=O)C1)c1ccccc1C(=O)c1ccccc1 (configuration not stated),1,11,28,11
CCOC(=O)c1ccc(NC(=O)c2cc(S(=O)(=O)N3CCOCC3)ccc2O)cc1,nt,nt,22,nt
CON(c1nc(N(C)C)nc(N(C)C)n1)S(=O)(=O)c1ccccc1Cl,-8,0,13,nt
CC(C)(C)c1ccc(S(=O)(=O)NC(Cc2ccccc2)C(=O)O)cc1 (configuration not stated),5,12,nt,nt
CC(C)SC1=NC(C)(C)C=C(/C=C/c2c(Cl)cccc2Cl)N1,26,19,11,19
Cc1cc(C)cc(OCCCC(=O)O)c1,nt,nt,1,nt
O=C(Nc1ccc2c(c1)oc1ccccc12)c1cccnc1,4,7,20,7
Cc1ccc(C(=O)NCCNC(=O)CN2CCCC2)cc1,nt,nt,-5,nt
CCOC(=O)/C(=N\Nc1ccccc1)c1csc(Nc2ccc(C)cc2)n1,8,0,9,nt

# 4 entries drawn at random from the list so far, as already listed:
SMILES,Yeast growth tox,Yeast growth tox inhibition %,Yeast eIF2B,Yeast eIF2B mutant toxicity
O=C(NCC12CC3CC(CC(C3)C1)C2)c1cc2n(n1)C(C(F)(F)F)CC(c1ccco1)N2 (configuration not stated),-4,3,3,3
COc1ccc(OCCSc2ncn[nH]2)cc1,13,-40,27,-40
COc1ccc2[nH]c(=O)c(C(c3nnnn3C3CCCC3)N(C)C3CCCCC3)cc2c1 (configuration not stated),20,-7,nt,nt
Cc1ccc(C(=O)NCCNC(=O)CN2CCCC2)cc1,nt,nt,-5,nt

# (further entries)
SMILES,Yeast growth tox,Yeast growth tox inhibition %,Yeast eIF2B,Yeast eIF2B mutant toxicity
Cn1c(CN2CCOCC2)nnc1SCC(=O)NC1CCCCC1,nt,nt,-16,nt
O=C(Nc1ccc(Cl)cc1)N(C1=NCCC1)c1ccc(OC(F)F)cc1,3,-19,31,-19
CC(C)C[C@@H](N)c1nnc(SCC(=O)c2ccc(Cl)cc2)o1,-22,-5,13,-5
COc1ccc(NC(=O)CN2CCN(CC(=O)Nc3ccccc3F)CC2)cc1OC,16,10,9,10
CCOC(=O)N1CCN(S(=O)(=O)c2ccc(OC)c(OC)c2)CC1,5,-14,29,-14
O=C(O)c1c(F)c(F)cc2ccccc12,nt,nt,2,nt
CN(C)CCC(O)(c1ccccc1)c1ccccc1,14,16,7,16
CCN(CC)C(=O)CN1C(=O)C2(OCC(C)(c3ccccc3)CO2)c2ccccc21 (configuration not stated),17,0,26,nt
COc1ccc(S(=O)(=O)N2CCCCC2C(=O)O)cc1OC (configuration not stated),-4,-4,50*,nt
Cc1cccc(NC(=O)CN(C)S(=O)(=O)c2ccccc2)n1,16,0,-3,nt
CCCCN(C(=O)Cn1nnc2ccccc21)C(C(=O)NCCOC)c1ccccc1 (configuration not stated),7,10,57*,nt
Cc1cc(Cl)ccc1N=c1ssnc1Cl,79*,61*,2,61
O=S1(=O)CC(NCc2ccccc2)C(Nc2ccc(Cl)cc2)C1 (configuration not stated),3,-18,16,-18
CCCCN1C2=C(C(=O)CC(C)(C)C2)C(c2ccccc2)C2=C1c1ccccc1C2=O (configuration not stated),10,15,17,15
COCCN(C(=O)CNC(=O)c1ccco1)C(C(=O)NC1CCCC1)c1cccs1 (configuration not stated),-7,-5,-4,-5
CCOc1ccc2nc(NC(=O)c3cnc(C)cn3)sc2c1,0,-24,12,-24
CCOC(=O)c1cn[nH]c1N,-6,-7,0,-7
CCOC(=O)N1CCN(C(=O)CN(C)S(=O)(=O)c2ccc3c(c2)C(C)(C)C(=O)N3C)CC1,13,9,3,9
Nc1ccc(-c2n[nH]c(=O)c3ccccc23)cc1N,3,7,20,7
COc1ccc(-c2c3c(=O)n(C)c(=O)n(C)c3c3nnc4ccccc4n23)cc1,-3,-13,21,-13
CCOc1ccc(NC(=O)CN2CCN(CC(=O)Nc3ccc(F)cc3)CC2)cc1,12,10,-29,10
CC1=C(C(=O)OC(C)C)C(c2cccc(F)c2)N2C(=O)C(C)SC2=N1 (configuration not stated),-9,6,16,6
O=C(Nc1ccc(Br)cn1)C1CCCN1S(=O)(=O)c1ccccc1 (configuration not stated),11,-19,11,-19
CCOC(=O)N1CCN(C(=O)c2ccc(NC(=O)CC)cc2)CC1,7,12,14,12
CCOC(=O)N1CCN(C(=O)C2CCC(C(=O)N3CCN(C(=O)OCC)CC3)CC2)CC1 (configuration not stated),10,8,-8,8
Cc1ccc2nsnc2c1S(=O)(=O)NCc1ccncc1,-32,20,-12,20
COC(=O)CCC/C=C1/SCC(NC(=O)c2ccccc2)C1O (configuration not stated),-5,-14,-18,-14
COC(=O)COc1ccc(S(=O)(=O)Nc2ccccc2SC)cc1,-9,-14,-6,-14
O=C(NCC1CCCO1)c1cc(-c2ccc(Cl)cc2Cl)on1 (configuration not stated),31,7,5,7
Cc1ccc(C)c(N(CC(=O)N(C)C)S(C)(=O)=O)c1,nt,nt,7,nt
C=CCn1c(NCCOC)nc2c1c(=O)n(C)c(=O)n2C,28,-14,-2,-14
Cn1c(CN2CCOCC2)nnc1SCC(N)=O,10,-9,-30,-9
Cn1cnnc1SCCNS(=O)(=O)c1ccccc1,18,5,nt,nt
COc1cc(C2C(C#N)=C(N)Oc3n[nH]c(C)c32)cc2c1OCO2 (configuration not stated),17,-12,22,-12
CCCc1nnc(NC(=O)c2cccc(OC)c2)s1,31,3,24,3
COCc1cc(C)nc2sc3c(=O)oc(C)nc3c12,6,14,11,14
O=C(NCc1ccc2c(c1)OCO2)c1nn2cccnc2c1Cl,-19,0,5,nt
CCOC(=O)c1sc2nc3n(c(=O)c2c1C)CCC(C)CC3 (configuration not stated),15,11,19,11
CCN(CC)C(=O)c1sc(NC(=O)c2ccc(Br)o2)c(C(=O)OC)c1C,18,-8,15,-8
CCCn1nc(C(=O)N2CCc3ccccc3C2)c2ccccc2c1=O,7,0,8,nt
CCCn1c(Nc2ccccc2)nc2ccccc21,16,22,15,22
O=C1N=C(N2CCCC2)S/C1=C\c1cccc(Br)c1,-12,17,17,17
Cc1ccc(O/C=C2\OC(=O)c3ccccc32)cc1,-23,-18,-9,-18
CCc1ccc(NC(=O)CCS(=O)(=O)c2cccc3nsnc23)cc1,0,10,nt,nt
CCc1nn(-c2ccccc2)c2c1-c1cc(OC)c(OC)cc1C1(N2)C(=O)Nc2ccccc21 (configuration not stated),3,3,nt,nt

# Gathered by group, those above with an aryl thioether with sulfur outside any ring
SMILES,Yeast growth tox,Yeast growth tox inhibition %,Yeast eIF2B,Yeast eIF2B mutant toxicity
CCOC(=O)C1(CCC(C)C)CC(CSc2nc3ccccc3[nH]2)OC1=O (configuration not stated),1,11,25,11
CC1(C)CC(=O)c2cnc(NC(=O)CSc3nc4ccccc4o3)nc2C1,2,0,12,nt
COn1c(SCc2ccc(C)cc2C)nc2ccccc2c1=O,15,-19,13,-19
CCCSc1nnc(CSc2nc3ccccc3s2)n1-c1ccccc1,-2,0,10,nt
CC1CCCC(C)N1C(=O)CSc1nc(N)c(-c2ccccc2)c(=O)[nH]1 (configuration not stated),9,24,22,24
COc1ccc(-n2c(COc3ccc(Cl)cc3)nnc2SCc2ccc(C#N)cc2)cc1,-2,-22,-30,-22
CCSc1nnc(NC(=O)c2cc(C)oc2C)s1,23,0,25,nt
COc1ccc(OCCSc2ncn[nH]2)cc1,13,-40,27,-40
Cn1c(CN2CCOCC2)nnc1SCC(=O)NC1CCCCC1,nt,nt,-16,nt
CC(C)C[C@@H](N)c1nnc(SCC(=O)c2ccc(Cl)cc2)o1,-22,-5,13,-5
COC(=O)COc1ccc(S(=O)(=O)Nc2ccccc2SC)cc1,-9,-14,-6,-14
Cn1c(CN2CCOCC2)nnc1SCC(N)=O,10,-9,-30,-9
Cn1cnnc1SCCNS(=O)(=O)c1ccccc1,18,5,nt,nt

# These rows are one share of the data; count on the stated rates, not on these rows.
